HEK cytotox – kills HEK 293 cells | HEK 293 viability, ATP luminescence (CellTiter-Glo), 48-72 h | Potency, µM (highest dose often 115 µM), inactives show top-dose activity change, negative = cytotoxicity, hits mostly inhibitors | actives 6.6% (n = 94,000) | AID 1345083; note: potency is the fitted concentration of half-maximal effect; nearly all actives have a fitted effect of over 60% in size
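CellTiter-Glo luminescence (cellular ATP) was read after 48 or 72 hr of compound exposure at 37 degree Celsius. Cells were HEK 293 plated at 250 cells/well.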
SNCA expr inh – inhibitors of alpha-synuclein (SNCA) gene expression; AID 1671194; actives 0.17% (n = 140,000); HEK-293 SNCA-luciferase knock-in, luminescence, 24 h; Potency, µM (doses to about 57.2 µM), for the others: top-dose activity change, negative = inhibition, most hits filed as inhibitors;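 note: potency is the fitted concentration of half-maximal effect; plate controls were DMSO cells for no effect and cell-free wells for full effect; nearly all actives have a fitted effect of over 45% in size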
IP6K1 inhibitor – blocks human inositol hexakisphosphate kinase 1; Q92551; IP6K1 kinase, ADP-Glo luminescence, 2 h; stronger effect = lower value; activity change, % (series mostly up to about 58 µM); actives 0.81% (n = 140,000); in the data active = activity change below about -25%
Target sequence (Q92551 whole entry, looked up): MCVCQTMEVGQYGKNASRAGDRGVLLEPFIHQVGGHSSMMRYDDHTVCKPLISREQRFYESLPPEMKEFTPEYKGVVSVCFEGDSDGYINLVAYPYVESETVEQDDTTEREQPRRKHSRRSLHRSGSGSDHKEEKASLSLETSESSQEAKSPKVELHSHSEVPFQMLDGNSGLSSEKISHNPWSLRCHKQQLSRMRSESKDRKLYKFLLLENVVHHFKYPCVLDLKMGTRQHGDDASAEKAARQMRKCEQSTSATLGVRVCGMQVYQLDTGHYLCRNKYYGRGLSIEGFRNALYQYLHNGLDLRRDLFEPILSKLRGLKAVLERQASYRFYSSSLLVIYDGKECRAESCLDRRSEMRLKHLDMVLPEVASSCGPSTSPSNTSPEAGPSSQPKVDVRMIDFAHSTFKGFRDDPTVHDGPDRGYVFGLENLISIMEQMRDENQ
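ADP-Glo luminescence measures ADP made by human IP6K1 during a 2 h RT reaction with ATP/IP6 (mix at 1.3 mM/130 uM); top library doses 57.5 and 19.1 uM final.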
SNCA viab count – reduces viability of HEK-293 SNCA reporter cells | HEK-293-SNCA-luc viability, GF-AFC fluorescence, 24 h | actives 0.12% (n = 150,000) | AID 1671193 | Potency, µM (top dose mostly 57.1 µM), without a hit: top-dose activity change, negative = cytotoxicity, most hits filed as cytotoxic;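 note: potency is the fitted concentration of half-maximal effect; 0% = DMSO-treated cells and -100% = medium-only wells without cells; nearly all actives have a fitted effect of over 30% in size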
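Cytotoxicity counterscreen: after 24 h compound treatment of genome-edited SNCA-luciferase HEK-293 cells, live-cell protease substrate GF-AFC read by fluorescence after 30 min; activity scaled between DMSO (0%) and medium-only (-100%), curves Hill-fitted.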
GPT2 inhibitor – GPT2 alanine aminotransferase inhibition. actives 0.25% (n = 100,000). Recombinant GPT2, coupled pyruvate oxidase/HRP Amplex Red fluorescence. AID 1671188. Q8TD30. Potency, µM (titrated, usually from 57.7 µM), for inactives: at the top dose activity change, negative = inhibition, most hits filed as inhibitors; note: potency is the fitted concentration of half-maximal effect; nearly all actives have a fitted effect of over 60% in size; many of its hits are not listed in these tables
Target sequence (Q8TD30 whole entry, looked up): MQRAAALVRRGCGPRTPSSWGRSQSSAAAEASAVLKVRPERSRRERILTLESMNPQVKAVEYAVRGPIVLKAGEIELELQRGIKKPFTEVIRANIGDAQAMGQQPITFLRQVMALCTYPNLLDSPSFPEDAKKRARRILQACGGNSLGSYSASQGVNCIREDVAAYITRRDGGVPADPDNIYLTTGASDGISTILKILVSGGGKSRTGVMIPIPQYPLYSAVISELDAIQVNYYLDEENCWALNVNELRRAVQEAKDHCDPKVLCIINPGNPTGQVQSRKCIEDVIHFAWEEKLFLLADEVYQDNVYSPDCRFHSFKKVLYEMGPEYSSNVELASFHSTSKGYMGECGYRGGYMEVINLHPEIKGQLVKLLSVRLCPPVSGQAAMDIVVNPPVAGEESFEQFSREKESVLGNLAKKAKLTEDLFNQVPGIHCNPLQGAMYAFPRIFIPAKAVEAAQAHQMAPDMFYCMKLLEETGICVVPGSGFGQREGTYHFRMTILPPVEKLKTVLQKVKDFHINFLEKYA
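Fluorescence of coupled pyruvate oxidase/HRP/Amplex Red system (50uM Amplex, 30 min, dark) reports pyruvate formed by GPT2. Enzyme reaction: 10ng/uL GPT2, 2mM L-alanine, 250uM a-KG, 30 min room temperature, pH 7.5; 50uM AOA control.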
3T3 cytotox – kills NIH 3T3 cells | Potency, µM (titrated, usually from 96.7 µM), for inactives: top-dose activity change, negative = cytotoxicity, actives largely listed as inhibitors | actives 4.3% (n = 94,000) | NIH 3T3 viability, CellTiter-Glo ATP luminescence, 48-72 h; note: potency is the fitted concentration of half-maximal effect; nearly all actives have a fitted effect of over 55% in size
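Viability of NIH 3T3 cells after 48 or 72 hr compound treatment at 37 °C was assessed by CellTiter-Glo, with luminescence imaged following a 10 min room-temperature step.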
FLuc inh – inhibitors of firefly (Photinus pyralis) luciferase | P08659 | purified P. pyralis luciferase, luminescence, biochemical | Potency, µM (doses to about 115 µM), without a hit: top-dose activity change, negative = inhibition, hits mostly inhibitors | actives 2.5% (n = 76,000); note: potency is the fitted concentration of half-maximal effect; nearly all actives have a fitted effect of over 65% in size
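FLuc 10nM, D-luciferin 10uM, ATP 10uM, Mg acetate 10mM, Tris acetate pH 7.5, Tween/BSA; cpd qHTS; enzyme added last; CCD luminescence.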
The depositor's hits bear a star; i = inactive; ? = inconclusive; · = no result given; & = joins results of further samples; [ ] = another dose, or the depositor's remark. Unless noted, calls come from the whole dose curve; as a rule, active = well fitted curve in the direction sought with a large enough effect; inconclusive = small, poorly fitted or top-dose-only effect, or another doubt; inactive = no such curve, though single readings can be large; an effect the other way counts as inactive or inconclusive. Unless noted, % is set by controls: 0 for no effect and ±100 for the full control effect. Some of the compounds tested (hit frequency here may not be typical).

SMILES	HEK cytotox	SNCA expr inh	IP6K1 inhibitor	SNCA viab count	GPT2 inhibitor	3T3 cytotox	FLuc inh
CCS(=O)(=O)N1C[C@@H](Oc2cccnc2)C[C@H]1C(=O)N1CCCC1	-27%	3%	-2	3%	1%	?	-11%
C=CCCC(CN1CCCC1)Oc1ncc(F)c(N2CCCC2)n1 (stereo not drawn)	?	10%	-2	-17%	i	?	11%
COc1ccc(Cc2nnc3ccc(C(=O)N4CCN(Cc5ccccc5)CC4)cn23)cc1	?	2%	11	1%	i	?	·
Cc1nc2c(-c3ccccc3)c(C)nn2c(C)c1CCC(=O)N1CCN(c2ccc(F)cc2)CC1	·	5%	15	5%	·	·	·
COc1ccc(NS(=O)(=O)c2ccc3c(c2)oc(=O)n3C)cc1Cl	·	?	-19	-4%	·	·	·
Cc1ccc(C)c(Cn2c(=O)n(Cc3ccccc3)c(=O)c3c(C)c(C)sc32)c1	·	27%	10	5%	·	·	·
CCOc1ccc(CNC(=O)C2CCCN(c3nnc(C)c4c(C)n(-c5ccccc5)nc34)C2)cc1 (stereo not drawn)	·	-21%	14	?	·	·	·
CC1=Nc2cc(C(=O)NCCc3ccccc3)ccc2Sc2c(C)ccc(C)c21	·	-20%	-3	-11%	·	·	·
COc1cccc(C(=O)N2CCC3(CC2)CC(OCC2CC2)CCO3)c1 (stereo not drawn)	2%	-9%	-10	14%[12.5 µM]	-11%	-13%	-9%
CCC(CC)(CC(=O)Nc1cccc(/C=C/c2nc(C3CCC3)cs2)c1)C(=O)O	·	45%[25.6 µM]	8	22%[23.9 µM]	i	·	·
O=C(Nc1c(C(=O)N2CCN(c3ccccc3F)CC2)oc2ccccc12)c1ccccc1F	·	-6%	-2	1%	·	·	·
CN(Cc1ccccc1)Cc1nnc(C(=O)N2CCC[C@@H]2c2ccc(Br)cc2)n1Cc1ccccc1	32µM*	?	-3	-14%	4%	18µM*	-1%
Cc1ccc2c(c1)-c1c(cnn1CC(=O)Nc1ccccc1C#N)CO2	·	1%	5	-12%	·	·	·
O=c1c2nc(-c3ccccc3)ccc2ncn1-c1ccc(F)cc1F	?	18%[87.6 µM]	2	-22%[87.6 µM]	?	28µM*	-14%[172 µM]
COc1ccc(CNC(=O)C2CN(S(=O)(=O)C3CC3)CC23CCCCC3)cc1 (stereo not drawn)	?	17%	13	6%	-7%	-6%	-1%
Cc1ccccc1OCC1CN(CC(C)C)C(=O)c2c(ccnc2-c2ccc(OCC(=O)O)cc2)O1 (stereo not drawn)	i	2%	14	1%	2%	?	3%
COc1ccc(NC(=O)N2Cc3[nH]cnc3C[C@H]2c2nc(-c3ccccc3)no2)cc1	?	127%[activator][87.6 µM]	11	?	0%[88.5 µM]	32µM*	40µM*
O=C(NCC(F)(F)F)c1ccc2nnc(-c3cncc(Cl)c3)n2c1	-5%	14%	13	4%	?	-13%	·
COc1cccc(NC(=O)c2cc3c(-c4ccc(Cl)cc4)nn(C)c3s2)c1	·	38%[activator]	1	16%	·	·	·
O=C(NCCCCc1ccccc1)c1nn(-c2ccccc2F)nc1CO	·	-15%	19	7%	·	·	·
Cc1ccc2oc([C@H]3CCN(C(=O)C4CC4)C3)nc2c1	?	46%[activator][87.6 µM]	2	-8%[87.6 µM]	-5%[88.5 µM]	-19%[174 µM]	35µM*
Cc1ccc([S+](=O)([O-])N2CCCC2C(=O)N2CCC(N3CCOCC3=O)CC2)cc1 (stereo not drawn)	-5%	2%	6	6%	i	4%	·
Cc1noc([C@@H]2CN(Cc3ccncc3F)C[C@H]2CO)n1	i	-3%	-3	-3%	i	-10%	-7%
CC(=O)Nc1ccc(Nc2ccc3cc(S(=O)(=O)N4CCCCC4)ccc3n2)cc1	·	5%	-8	-23%	·	·	·
Cc1cc(C(=O)NCCCOC(C)C)c2c(C3CCNCC3)noc2n1	-1%	16%	4	-2%	i	i	·
Cc1cccc(Cl)c1NC(=O)Cn1c(C)cc2nc3n(c(=O)c21)CCCC3	-4%	5%	5	-2%	i	-5%	0%
CCc1ccccc1Nc1nn2c(=O)c3ccc(C(=O)NCCCOC(C)C)cc3nc2s1	·	-26%	-9	-9%	·	·	·
COc1ccc(NC(=O)CSc2nncn3c2cc2occc23)c(OC)c1	·	?	6	-13%	·	·	·
COc1ccc(N2CC(C(=O)NCc3cccc(F)c3)NC2=O)cc1 (stereo not drawn)	-9%&-4%	4%&-18%	14&12	11%&10%	-1%&-13%	-32%&-24%	-3%&-10%
COc1cc(-c2noc(CSc3nc(-c4ccc(F)cc4)cc(=O)[nH]3)n2)cc(OC)c1OC	·	-8%	-1	-5%	·	·	·
CN1CCN(Cc2nc(C3(O)CCN(C4COC4)CC3)cs2)CC1	2%[172 µM]	2%[87.6 µM]	12	1%[87.6 µM]	?	i	0%[172 µM]
COc1ccc(-c2c(C)c3ccc(O)c(CN4CCCC4)c3oc2=O)cc1OC	·	22%	-6	?	·	·	·
CC(=O)NC1(C)CCN(Cc2cccc(-c3ccc4ccccc4c3)c2)C1 (stereo not drawn)	35µM*	53%[activator][87.6 µM]	2	-8%[87.6 µM]	0%[88.5 µM]	28µM*	1.8µM*
Cc1nn(-c2ccccc2)c2c1C(C1CC1)N(C1CCN(CC3CCCCC3)CC1)C2=O (stereo not drawn)	i	·	-13	·	·	-5%	·
Cc1noc(C)c1-c1cc2c(cc(C)n2C)c(-c2ccc(CO)cc2)n1	?	23%[87.6 µM]	-2	-1%[87.6 µM]	2%[88.5 µM]	32µM*	-17%[172 µM]
COc1ccc(CC2CN(C(=O)c3cccnc3SC)CCO2)cc1 (stereo not drawn)	-1%	8%	3	6%	?	-20%	?
Cc1cccc(OCCCCn2c(C3CC(=O)N(c4ccc(C)cc4C)C3)nc3ccccc32)c1 (stereo not drawn)	·	?	-39*	?	·	·	·
Cc1ccccc1NC(=O)c1cc2c(-c3ccccc3)nn(-c3ccccc3)c2s1	·	-3%	4	10%	·	·	·
COc1ccc(C(=O)N2Cc3ccccc3CC23CCCN(C(=O)CCCN)C3)cc1 (stereo not drawn)	-7%	4%	-3	-10%	-9%	-14%	·
COCC(=O)N1CCCN(C(=O)CSc2ccncc2)CC1	-2%	9%	-7	7%	-4%	i	5%
CCN(CC)C(=O)[C@@H]1CCC[C@@H](NC(=O)c2ccc(C#N)cc2)CN(C)C(=O)C1	i	9%[87.6 µM]	7	3%[87.6 µM]	i	5%[138 µM]	-6%[172 µM]
Cc1ccc(CN(C(=O)COc2ccc(Br)cc2)c2ccccn2)o1	·	87%[activator]	24	0%	·	·	·
CCc1ccc(CNC(=O)c2cnc3sc(N4CCOCC4)nn3c2=O)cc1	·	8%	6	2%	·	·	·
CC(C)NC(=O)C1CCCN(c2ncnc3onc(-c4ccc(F)cc4)c23)C1 (stereo not drawn)	·	4%	0	-3%	·	·	·
O=C(Nc1ccc(C(F)(F)F)cn1)N1CCN(c2ncccc2C(F)(F)F)CC1	·	·	-7	-23%	i	·	·
COc1ccc(CNCCSc2nnnn2-c2ccccc2)cc1	·	6%	15	9%	·	·	·
CCOC(=O)C1(Cc2ccc(F)cc2)CCCN(C(=O)c2ccco2)C1 (stereo not drawn)	-15%	3%	21	-5%	i	-10%	-19%
CN1C(=O)C(c2ccccc2)CC12CCN(C(=O)Cc1ccccn1)CC2 (stereo not drawn)	i	-31%	-10	-5%	-27%	-6%	5%
O=C(Cc1ccccc1Cl)N[C@@H]1CN(c2ncccn2)C[C@H]1CO	-24%	2%	0	4%	i	-12%	-1%
COc1ccc(S(=O)(=O)c2c(Nc3cccc(Cl)c3)sc(C(=O)c3ccccc3)c2N)cc1	·	-6%	17	-15%	·	·	·

(list continues)
SMILES	HEK cytotox	SNCA expr inh	IP6K1 inhibitor	SNCA viab count	GPT2 inhibitor	3T3 cytotox	FLuc inh
Cc1ccccc1C(=O)N1CCC(CCC(=O)NCCc2c[nH]c3ccccc23)CC1	?	-8%	37	-15%	i	-26%	0%
Cc1cc(C)cc(-c2ccc(CN3CCCC(NC(=O)c4cccc(Cl)c4)C3)cc2)c1 (stereo not drawn)	40µM*	-16%	15	8%[12.5 µM]	i	?	·
COc1ccc(N2CCN(c3nc(C(=O)NCC4CCCCC4)cs3)CC2)cc1	-26%	-5%	-6	6%	i	-10%	-21%
C=CC1C(OC2OC(CO)C(O)C(O)C2O)OC=C(C(=O)OC)C1CC1CC(=O)CC(CCc2ccc(O)cc2)O1 (stereo not drawn)	·	·	13	32%[23.9 µM]	i	·	·
O=C(NCc1ccc(F)c(F)c1)c1ccc2nnc(-c3cccnc3)n2c1	-4%	-3%	7	10%	i	-19%	·
C[N+](C)(C)CC=O	·	12%	·	0%	i	·	·
CC(C)C[C@@H]1N[C@H](C(=O)N2CCCC2)Cc2cn(Cc3ccccn3)c3cccc1c23	112µM*	-22%[87.6 µM]	-7	-10%[87.6 µM]	-11%[88.5 µM]	?	-6%[172 µM]
N#Cc1cccc(-c2c(C(=O)NCCc3ccccc3)nc3sccn23)c1	?	21%	3	0%	3%	?	·
Cn1cc(CN2CCOC[C@H]2c2ncc(-c3cccc(F)c3)[nH]2)c2ccccc21	35µM*	?	7	-14%[87.6 µM]	-3%[88.5 µM]	40µM*	-7%[172 µM]
COc1ccc2c(c1)c(C1=C(c3c[nH]c4ccccc34)C(=O)NC1=O)cn2CCCN(C)C	·	-12%	·	-21%	i	·	·

Part of the list above, with each value named.
Cc1ccccc1C(=O)N1CCC(CCC(=O)NCCc2c[nH]c3ccccc23)CC1
  HEK cytotox = ?	SNCA expr inh = -8%	IP6K1 inhibitor = 37	SNCA viab count = -15%	GPT2 inhibitor = i	3T3 cytotox = -26%	FLuc inh = 0%
Cc1cc(C)cc(-c2ccc(CN3CCCC(NC(=O)c4cccc(Cl)c4)C3)cc2)c1 (stereo not drawn)
  HEK cytotox = 40µM*	SNCA expr inh = -16%	IP6K1 inhibitor = 15	SNCA viab count = 8%[12.5 µM]	GPT2 inhibitor = i	3T3 cytotox = ?	FLuc inh = ·

Carrying on.
SMILES	HEK cytotox	SNCA expr inh	IP6K1 inhibitor	SNCA viab count	GPT2 inhibitor	3T3 cytotox	FLuc inh
COc1cccc(CN2CCc3nc(C4CC4)nc(-c4ccc(O)cc4)c3C2)c1	?	-8%	3	-9%	i	?	-8%
COc1cccc(NC(=O)O[C@@H]2CO[C@H]3[C@@H]2OC[C@@H]3Nc2nccc(-c3ccccc3)n2)c1	-7%	-11%	-11	-2%	-23%	-4%	-9%
O=C(NCCN1CCCCC1)c1nnn2cc(-c3ccccc3)[nH]c(=O)c12	19%	-5%	-14	-14%	i	i	-8%
Cn1ccc(C(=O)N2CCC(N3CCCC(C(=O)N4CCCC4)C3)CC2)n1 (stereo not drawn)	-19%	11%	4	6%	?	1%	11%
